High-throughput results: PubChem, several laboratories
SARS 3CLpro inh: SARS-CoV 3CLpro protease inhibitors, primary screen, biochemical, quenched FRET | Replicase polyprotein 1ab (Severe acute respiratory syndrome coronavirus), P0C6X7 | recombinant SARS-CoV 3CLpro, quenched FRET peptide cleavage | inhibition, % at 6 µM | 0.14% of 290,000 active | AID 1706, 2009; in the data active = inhibition above about 12%
CCHFV vOTU inh: CCHFV vOTU protease inhibitors, primary screen, biochemical, Pep-AMC substrate, fluorescence; Crimean-Congo hemorrhagic fever virus L polyprotein viral ovarian tumor (vOTU) protease …; inhibition, % at 11.5 µM; 0.55% of 370,000 active; AID 651958, 2012; in the data active = inhibition above about 30%; note: 0% = vehicle wells with enzyme and 100% = no enzyme wells
PfHsp40 yeast: rescue of yeast from PfHsp40 toxicity, primary screen, S. cerevisiae, ATP luminescence. growth rescue, % at 12.5 µM. S. cerevisiae expressing PfHsp40, growth rescue. 0.68% of 340,000 active. AID 504582, 2011; in the data active = growth rescue above about 28%, passing the limit was not always enough; inconclusive = no clear call, values can overlap the other calls;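 note: yeast W303a lacking pdr1 and pdr3 grown in galactose medium; growth measured after three days at 30 °C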
Yp Topo-I inh: Yersinia pestis topoisomerase I inhibitors, primary screen, biochemical, cleavage product accumulation, plate reader, single point; activity, % at 10 µM; 0.064% of 360,000 active; DNA topoisomerase I (Yersinia pestis CO92); AID 504884, 2011; Y. pestis Topo-I cleavage product accumulation; in the data active = activity above about 50%, passing the limit was not always enough; inconclusive = no clear call, values can overlap the other calls; note: inactives centre near 2
Anthrax LF inh2: Bacillus anthracis LF protease inhibitors, primary screen, biochemical, multiplex microsphere, MLPCN library | Lethal factor (Bacillus anthracis), P15917 | inhibition, % at 10 µM | multiplex microsphere protease cleavage assay | 0.12% of 360,000 active; note: plate controls were buffer without enzyme for full effect and enzyme alone for no effect
Target sequence (P15917 whole entry, looked up): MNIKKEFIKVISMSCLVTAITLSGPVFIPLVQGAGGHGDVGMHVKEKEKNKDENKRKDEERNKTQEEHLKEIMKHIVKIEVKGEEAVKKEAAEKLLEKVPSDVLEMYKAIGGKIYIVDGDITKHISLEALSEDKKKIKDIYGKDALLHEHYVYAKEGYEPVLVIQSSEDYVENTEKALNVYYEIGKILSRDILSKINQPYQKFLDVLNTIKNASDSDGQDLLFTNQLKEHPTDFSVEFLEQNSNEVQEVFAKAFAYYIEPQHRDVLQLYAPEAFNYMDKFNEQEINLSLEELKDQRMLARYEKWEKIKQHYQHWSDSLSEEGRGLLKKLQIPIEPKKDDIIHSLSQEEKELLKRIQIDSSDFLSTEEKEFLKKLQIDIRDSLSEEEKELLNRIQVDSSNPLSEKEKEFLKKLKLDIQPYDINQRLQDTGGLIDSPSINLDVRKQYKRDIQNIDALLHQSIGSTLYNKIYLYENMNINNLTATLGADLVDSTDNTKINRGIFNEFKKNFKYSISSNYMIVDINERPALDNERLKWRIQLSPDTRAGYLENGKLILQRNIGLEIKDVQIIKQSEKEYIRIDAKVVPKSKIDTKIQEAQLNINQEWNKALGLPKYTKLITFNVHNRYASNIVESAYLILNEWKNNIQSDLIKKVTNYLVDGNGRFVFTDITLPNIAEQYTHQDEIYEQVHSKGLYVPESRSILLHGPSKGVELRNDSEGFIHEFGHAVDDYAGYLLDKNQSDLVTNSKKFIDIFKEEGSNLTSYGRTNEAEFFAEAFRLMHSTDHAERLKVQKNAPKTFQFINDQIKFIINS
TcdB GH inh: TcdB glycohydrolase inhibitors, primary screen, biochemical, single point, plate reader; TcdB glycohydrolase enzymatic assay; inhibition, % at 9.99 µM; 0.24% of 350,000 active; in the data active = inhibition above about 10%
BoNT A protease: BoNT/A light chain protease inhibitors, primary screen, biochemical, flow cytometry, MLPCN library. inhibition, % at 10 µM. multiplex microsphere protease substrate cleavage. 0.17% of 360,000 active. AID 588499, 2011; note: plate controls were buffer without enzyme for full effect and enzyme alone for no effect
SSB-PriA inh: inhibitors of Klebsiella pneumoniae PriA binding to SSB C-terminal tail, primary screen, biochemical, AlphaScreen. PriA–SSB C-terminal tail interaction (Klebsiella pneumoniae). AID 1272365, 2023. 0.6% of 430,000 active. AlphaScreen SSBct-PriA binding, biotinylated peptide. inhibition, % at 33 µM; in the data active = inhibition mostly above about 37%, no sharp cut-off; inactive = mostly below about 20%;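 note: plate controls were negative control peptide for no effect and reference peptide for full effect; strong numbers were not always called active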
BH1578 lux ind: inducers of Vibrio cholerae quorum light production without autoinducers, primary screen, BH1578 luxS cqsA deficient, single point; V. cholerae BH1578 lux reporter, luminescence, 6 h; activation, % at 18.7 µM; 0.16% of 350,000 active; in the data active = activation mostly above about 9.7%, no sharp cut-off; inconclusive = no clear call, values can overlap the other calls; inactive = mostly below about 3.7%; note: not every result past the cut was called active; inactives centre near 0; reference of the scale not given here
VHR inh abs: VHR1 phosphatase inhibitors, primary screen, biochemical, absorbance, uHTS. recombinant VHR phosphatase, pNPP absorbance. 0.52% of 290,000 active. inhibition, % at 13.3 µM; in the data active = inhibition above about 50%; note: some compounds called inactive have numbers as strong as hits
Target sequence (P51452 whole entry, looked up): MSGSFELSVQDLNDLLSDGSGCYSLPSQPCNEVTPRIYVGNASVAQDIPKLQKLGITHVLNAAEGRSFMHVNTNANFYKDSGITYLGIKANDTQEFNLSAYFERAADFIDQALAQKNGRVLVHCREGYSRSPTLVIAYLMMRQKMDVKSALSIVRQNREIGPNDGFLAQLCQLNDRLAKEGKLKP
Numbers without * were called inactive; i = inactive; ? = inconclusive; / = no result given; & = joins results of further samples. Cut-off read from the data, not from the text of the source, unless noted: active = inhibition above about 30%; inconclusive = no clear call, values can overlap the other calls; inactive = below that.

SMILES	SARS 3CLpro inh	CCHFV vOTU inh	PfHsp40 yeast	Yp Topo-I inh	Anthrax LF inh2	TcdB GH inh	BoNT A protease	SSB-PriA inh	BH1578 lux ind	VHR inh abs
COc1ccc2c(c1OC)C(=O)N(c1ccc(C)cc1)C2=O	1	-1	-0.5	-7	1	0.6	-0.2	9	-0.2	17
CC1(OC(=O)C2CCCC2)C(=O)C=C2C=C(c3ccsc3)N(Cc3ccc4c(c3)OCO4)C=C2C1=O (stereo not given)	/	-1	1.0	21	0	-1.6	4.5	9	-0.6	26
Cc1cc(C)c2cc(C(c3nnnn3CC3CCCO3)N3CCN4CCCC4C3)c(=O)[nH]c2c1 (stereo not given)	1	4	-1.0	5	-12	0.5	1.7	-1	-1.5	29
COC(=O)c1cc(S(=O)(=O)NCc2cc(OC)c(OC)c(OC)c2)cn1C	-2	-12	-0.1	-4	2	1.0	-1.1	-12	i	-10
O=C(NCc1n[nH]c(=S)n1-c1ccccc1)c1ccc(S(=O)(=O)N2CCCCC2)cc1	2	2	0.5	0	-3	0.8	0.1	2	i	16
CC(=O)CCN1CCOCC1	-3	3	-0.4	9	-15	/	-4.5	-12	i	12
O=C(NNc1c2ccccc2nc2ccccc12)C12CC3CC(CC(C3)C1)C2	-1	-15	0.2	3	15	1.0	3.1	-11	-0.2	0
CCS(=O)(=O)c1ccc2c(c1)N(S(=O)(=O)c1cccs1)CC(C(=O)O)O2 (stereo not given)	2	-9	-0.6	-2	1	-0.1	2.2	-1	-0.5	45
O=C1C(NS(=O)(=O)c2cccs2)=C(N2CCN(c3cccc(C(F)(F)F)c3)CC2)C(=O)c2ccccc21	-2	17	0.9	-17	-11	/	-0.6	16	i	-29
Cc1cccc(OCCn2ccnc2)c1	-2	-2	-1.4	-2	-19	-0.7	-0.2	-18	-0.6	8
CCCCNC(=O)OCCSCCS(=O)(=O)c1ccc(Cl)cc1	5	-2	-0.7	-1	-5	1.4	-0.3	-8	-0.4	-18
CCCCOc1ccc(C(=O)N/N=C/c2ccc(OCCN3CCCCC3)c(OC)c2)cc1	-1	24	-0.6	-1	-3	-4.4	1.1	/	-0.4	4
COc1cccc(C(=O)Nc2ccc(-c3nc4ccccc4o3)c(O)c2)c1	-5	-223	-0.6	-3	0	/	0.1	-19	-5.9	2
CCOC(=O)Cc1csc(NC(=O)c2cccc(Cl)c2)n1	/	10	/	5	-8	1.0	-1.1	3	i	/
CCn1c(SCC(=O)Nc2ccc(Br)cc2)nc2sc3c(c2c1=O)CCN(C)C3	-1	-30	0.9	-4	10	1.4	12	0	i	-2
Cc1cn([C@H]2C[C@H](O)[C@@H](CCC(=O)NCCc3ccc4ccccc4c3)O2)c(=O)[nH]c1=O	/	-1	/	/	-4	1.6	-0.5	/	/	/
O=C(c1cc2ccccc2oc1=O)N(Cc1ccco1)CC1CCCO1 (stereo not given)	5	-2	1.2	9	4	/	0.6	8	-0.3	32
CC(=O)Nc1ccc(NC(=O)c2ccc(CN3CCc4ccccc4C3)cc2)cc1	0	-10	-2.0	9	9	0.8	-4.0	-11	0.7	25
COC(=O)Nc1ccc(S(=O)(=O)N2CCC(C(=O)N3CCCC(C)C3)CC2)cc1 (stereo not given)	4	-9	-0.4	-1	1	0.4	-1.0	-10	i	29
CN(C(=O)c1cccc(NC(=O)Cc2ccc(NC(=O)C3CCCN(C(=O)C4CCC4)C3)cc2)c1)C1CCC1 (stereo not given)	/	-4	0.4	15	-5	0.5	-0.4	-5	i	/
FC(F)(F)c1cccc(-c2cc3nc(NC4CCCCC4)ccn3n2)c1	/	24	/	-1	3	0.7	0.0	/	0.2	/
CCNc1nc(Oc2ccc(Cl)cc2Cl)cc(C(F)(F)F)n1	0	-8	0.9	9	4	/	0.3	-58	-0.7	-7
COC(=O)C(NC(=O)c1ccccc1Cl)(Nc1ncc(S(=O)(=O)c2ccc([N+](=O)[O-])cc2)s1)C(F)(F)F (stereo not given)	2	-13	-1.1	20	-5	/	-0.3	27	-6.7	-2
COc1ccc(CNC(=O)CC(NC(N)=O)c2ccccc2Cl)cc1OC (stereo not given)	-4	-5	0.4	1	8	-0.4	-1.3	7	i	-20
C=CCn1c(SCC(=O)Nc2ccc(F)cc2F)nc2c([nH]c3ccccc32)c1=O	0	6	-0.8	11	-4	1.7	-4.2	4	i	19
CN(Cc1cccc(-n2cccn2)c1)C(=O)CCc1nnc(C2CCCCC2)o1	1	4	-0.6	14	0	1.6	-0.2	-7	-1.6	20
COc1cc2nc(CCc3ccccc3)oc(=O)c2cc1OC	1	-10	-1.7	5	0	6.5	-0.9	-13	-2.8	11
Cc1ccccc1C1=NC(c2ccc(F)cc2F)ON1 (stereo not given)	1	8	-0.4	3	-4	/	-0.2	-19	-0.2	10
O=c1[nH]c(CCl)nc2cc(-c3ccc(F)cc3)sc12	0	4	1.4	0	-1	-0.2	-1.6	-20	i	12
COc1ccc(OC)c(NC(=O)CCNS(=O)(=O)c2ccc3c(c2)CC(C)N3C(C)=O)c1 (stereo not given)	/	-2	/	-5	-11	-3.5	-0.5	/	-1.1	/
O=C(NCc1cccnc1)c1ccc(CS(=O)(=O)c2ccc(Br)cc2)o1	2	-4	0.4	7	-4	0.8	-0.5	-9	-0.2	11
C=CCNC(=O)COc1ccc(Br)cc1Cl	6	-6	-0.3	10	-10	/	3.7	2	-1.4	-10
COc1ccc(-n2cnc3ccccc32)cc1	2	-3	1.4	6	-2	1.6	0.0	-19	i	10
O=C(NCc1ccccc1Br)c1ccncc1	-3	-2	9.9	-3	-2	2.5	-3.8	-6	-0.7	2
CS(=O)(=O)N(CC(=O)N1CCCCCC1)c1ccc(Cl)cc1	2	5	1.1	-16	9	0.8	-1.3	-7	i	1
CC1CCN(c2ccc(NC(=S)NC(=O)c3ccco3)cc2)CC1	4	0	-0.5	14	-2	/	-0.2	4	i	39
Cc1cc(NC(=O)c2ccc3c(c2)OCO3)ccc1NC(=O)c1ccco1	1	-9	4.2	3	5	/	0.1	-29	-0.6	-1
CCCC(C)NC(=O)C1CCN(C(=O)C2CC(=O)N(c3ccc(C)cc3)C2)CC1 (stereo not given)	-3	4	1.6	-4	0	-0.9	1.2	-5	-0.2	13
COC(=O)CSc1nc2sc3c(c2c(=O)[nH]1)CCC3	-1	1	0.4	-4	3	0.2	0.2	4	-2.4	0
Cc1cc(=O)oc2cc(OCC(=O)c3ccccc3)ccc12	-2	-4	1.1	2	4	1.4	-0.9	-5	-0.2	9
COc1ccc(OC)c(C(=O)COC(=O)C2CC3CCCC(C2)C3=O)c1 (stereo not given)	2	20	0.2	7	1	/	-1.4	9	i	12
CC(C)(C)c1ccc(C(=O)NNc2ncccc2-n2cccc2)cc1	0	-10	9.4	-4	0	1.5	-1.0	8	-0.4	4
O=S(=O)(Nc1ccccc1Cl)c1ccc2[nH]c(=S)oc2c1	-2	-1	1.0	2	-4	2.2	-2.1	-13	1.4	10
CN(C)S(=O)(=O)c1cccc(NC(=S)N/N=C/c2cc(Br)ccc2O)c1	15*	13	-0.1	-3	0	0.8	-0.4	/	-3.3	9
COC(=O)c1ccccc1NC(=O)Cn1c(CCC(=O)O)ccc1-c1cccs1	-2	-8	-0.8	7	-1	/	1.2	-7	2.5	15

Fetched by structure from above, three records:
SMILES	SARS 3CLpro inh	CCHFV vOTU inh	PfHsp40 yeast	Yp Topo-I inh	Anthrax LF inh2	TcdB GH inh	BoNT A protease	SSB-PriA inh	BH1578 lux ind	VHR inh abs
COC(=O)C(NC(=O)c1ccccc1Cl)(Nc1ncc(S(=O)(=O)c2ccc([N+](=O)[O-])cc2)s1)C(F)(F)F (stereo not given)	2	-13	-1.1	20	-5	/	-0.3	27	-6.7	-2
CN(Cc1cccc(-n2cccn2)c1)C(=O)CCc1nnc(C2CCCCC2)o1	1	4	-0.6	14	0	1.6	-0.2	-7	-1.6	20
CC(=O)CCN1CCOCC1	-3	3	-0.4	9	-15	/	-4.5	-12	i	12

(further entries)
SMILES	SARS 3CLpro inh	CCHFV vOTU inh	PfHsp40 yeast	Yp Topo-I inh	Anthrax LF inh2	TcdB GH inh	BoNT A protease	SSB-PriA inh	BH1578 lux ind	VHR inh abs
COc1ccc(CCNC(=O)c2ccc(Cl)cc2Cl)cc1	1	10	2.3	-3	12	/	1.4	-8	28*	2
Cn1c(=O)cc(OCCCC(=O)NC2CCCC2)c2ccccc21	-6	0	0.0	7	?	/	1.9	-4	-0.3	32
Cc1cccc(C(=O)Nc2cc(Cl)ccc2-n2cncn2)c1[N+](=O)[O-]	/	-8	-0.7	-13	-3	-0.3	-5.4	-5	-1.5	/
O=C(CSCc1ccc(Cl)cc1)NCC1CCCO1 (stereo not given)	6	-13	-1.3	-2	4	/	1.0	3	i	32
CCOc1ccc(-n2c(C)c(C(C)=O)c3cc(OCC(N)=O)ccc32)cc1	8	3	-0.5	-9	-3	0.3	0.3	8	-0.1	-23
COc1cc(/C=N/NC(=O)c2cc(C)oc2C)ccc1O	-2	-1	-0.8	1	-1	3.6	0.4	/	i	8
COc1ccc(CC(=O)Cc2ccc(OC)c(OC)c2)cc1OC	/	9	/	-3	-6	1.1	0.1	/	-0.6	/
COc1ccc(-n2nc3c(c2NC(=O)C2CC2)CS(=O)(=O)C3)cc1	-3	22	0.9	-7	-2	0.9	-0.8	2	-0.7	14
Nc1ccc(-c2nnc(-c3ccc(-c4ccccc4)cc3)o2)cc1	2	-37	7.7	10	-1	/	1.6	-17	-0.6	8
Cc1cc2ncc(C(=O)N=CN(C)C)cn2n1	-1	-2	-0.7	4	-1	1.7	-0.5	-7	-0.2	19
O=C(NC1CCCc2ccccc21)c1cc(Cl)ccn1 (stereo not given)	1	-6	-0.4	-9	15	1.7	-0.8	-21	-0.2	22
Cc1ccc(CSc2ccc(-c3ccc4c(c3)OCO4)nn2)cc1	0	-10	-0.7	8	-1	0.2	-2.6	-6	-0.2	-10
COc1ccc(NC(=O)COC(=O)CCc2ccccc2)c(OC)c1	2	-14	-0.3	4	-2	1.3	-0.7	5	-0.2	7
COc1ccccc1OCC(=O)Nc1nc2c(s1)CCCC2	1	9	2.4	11	2	1.2	1.7	-12	-0.2	-4
C/C(=N/Nc1ccc(C(=O)c2c(C)cc3ccccn23)cc1[N+](=O)[O-])c1ccc(O)cc1	/	5	-0.8	-2	-5	3.2	0.3	i	i	/
COc1cc(C(C2C(=O)CC(C)(C)CC2=O)C2C(=O)CC(C)(C)CC2=O)ccc1OC(C)=O	/	4	-0.6	6	16	-0.4	0.1	-10	-0.8	/
COc1ccccc1CNC(=O)c1cc(-c2ccccc2)nn1CC1CC(c2cccnc2)=NO1 (stereo not given)	/	-7	-0.6	23	-1	-1.1	0.0	0	i	/
CS/C(=C\[N+](=O)[O-])Nc1ccc(F)cc1	4	7	-0.1	-8	4	/	0.1	-18	/	-10
COc1ccc(S(=O)(=O)N(C)C[C@H]2OCc3cn(nn3)CCCC(=O)N([C@@H](C)CO)C[C@@H]2C)cc1	/	2	/	/	15	-0.4&0.1	-0.5	/	/	/
COc1ccc(NC(=O)C2CCN(C(=O)c3ccc(OC)cc3)CC2)cc1	0	12	-0.1	-5	-1	/	-0.5	-25	i	8
O=C(NC(=S)NCC1COc2ccccc2O1)c1ccccc1 (stereo not given)	-2	5	11	16	0	/	-0.2	-7	0.6	18

Not all compounds are listed; count on the stated rates, not on these rows.
